Compound activity as filed in PubChem.
MITF primary: human MITF inhibition, primary screen; O75030; AlphaScreen MITF homodimerization, bead proximity signal; inhibition, % at 2.6 µM; 0.91% of 650,000 active; AID 1259374; in the data active = inhibition above about 50%;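 note: 0% = vehicle wells with protein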
GPR151 ag: human GPR151 activation | activation, % at 11.2 µM | 1% of 650,000 active | PathHunter beta-arrestin GPR151 cells, luminescence | AID 1508602; in the data active = activation above about 4.9%;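 note: 0% = median of compound wells and 100% = cells with positive control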
FBW7 activator: human FBW7 E3 ligase activation, primary screen; Q969H0; AlphaScreen FBW7–phospho-cyclin E peptide binding, activator screen; normalized activity (activation), % at 26.1 µM; 0.13% of 650,000 active; in the data active = normalized activity above about 1.9%;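 note: purified mutant Fbw7 with reduced substrate affinity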
Target sequence (Q969H0 whole entry, looked up): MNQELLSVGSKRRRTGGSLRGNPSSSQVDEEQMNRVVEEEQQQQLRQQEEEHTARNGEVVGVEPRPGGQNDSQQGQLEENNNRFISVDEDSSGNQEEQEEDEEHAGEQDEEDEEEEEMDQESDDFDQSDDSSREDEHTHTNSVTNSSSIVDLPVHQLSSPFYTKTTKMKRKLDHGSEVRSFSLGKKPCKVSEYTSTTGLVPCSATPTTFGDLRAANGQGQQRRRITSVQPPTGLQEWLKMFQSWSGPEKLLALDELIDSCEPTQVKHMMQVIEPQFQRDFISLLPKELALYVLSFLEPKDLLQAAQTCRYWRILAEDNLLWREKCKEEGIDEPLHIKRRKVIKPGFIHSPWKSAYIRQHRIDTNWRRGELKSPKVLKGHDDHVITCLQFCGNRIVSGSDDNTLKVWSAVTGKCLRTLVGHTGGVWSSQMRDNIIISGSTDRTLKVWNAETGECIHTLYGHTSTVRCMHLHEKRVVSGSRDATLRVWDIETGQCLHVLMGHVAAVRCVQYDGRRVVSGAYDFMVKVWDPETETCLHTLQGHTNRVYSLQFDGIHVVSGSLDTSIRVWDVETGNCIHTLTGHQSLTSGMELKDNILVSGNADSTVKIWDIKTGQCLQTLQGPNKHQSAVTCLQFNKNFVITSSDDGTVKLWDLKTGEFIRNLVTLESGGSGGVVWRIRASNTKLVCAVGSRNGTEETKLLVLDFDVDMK
TEAD-YAP block: TEAD-YAP interaction inhibition; inhibition, % at 9.12 µM; HEK-TIYL cells, TEAD-Gal4/YAP UAS-luciferase luminescence; 1.4% of 640,000 active; in the data active = inhibition above about 32%;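 note: 0% = median of test compound wells and 100% = reference inhibitor wells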
* = called active by the depositor; i = inactive; & = joins results of further samples.

The first two records, ahead of the listing:
Fields: MITF primary	GPR151 ag	FBW7 activator	TEAD-YAP block
CCOC(=O)c1ccc(NC(=O)CN(c2ccccc2C)S(=O)(=O)c2ccc(C)cc2)cc1
→ 8	-1.2	0.4	8
C/C(=N/NC(=O)c1cccs1)c1ccccc1
→ -9	-1.0	-0.3	-47

Main list, repeating the preview:
Fields: MITF primary	GPR151 ag	FBW7 activator	TEAD-YAP block
CCOC(=O)c1ccc(NC(=O)CN(c2ccccc2C)S(=O)(=O)c2ccc(C)cc2)cc1
→ 8	-1.2	0.4	8
C/C(=N/NC(=O)c1cccs1)c1ccccc1
→ -9	-1.0	-0.3	-47
Cc1cc(Nc2ccc(Oc3ccccc3)cc2)nc(N2CCc3ccccc3C2)n1
→ 7	2.5	0.0	9
CC(C)N(CCNc1nc(Nc2ccc(C(F)(F)F)cc2)nc2nc[nH]c12)C(C)C
→ -7	-0.1	0.0	2
Cc1ccc(NC(=S)N(CCN(C)C)Cc2cccs2)cc1
→ -2	-1.7	0.0	-3
Cc1cc(NC(=O)CSc2nc(NCc3ccccc3)c3ccccc3n2)no1
→ 3	-1.0	-0.1	7
Cc1ccn(C(=O)c2ccc(Br)cc2)n1
→ -12	-0.2	-0.2	8
COc1ccc(Cl)cc1NC(=O)c1cn(-c2ccc(Cl)cc2)c(=O)c2ccccc12
→ -3	1.8	0.6	-12
COC(=O)C1=C(N)N(c2cccc(Cl)c2C)C2=C(C(=O)CCC2)C1c1cccc([N+](=O)[O-])c1 (centres undefined)
→ -3	0.0	0.0	-4
C#CC(C)(C)NC(=O)c1ccccc1OC
→ 4	-1.0	0.6	10
O=C(c1ccccc1F)N1CCCCC1
→ 4	0.8	0.4	-4
Cc1ccc(S(=O)(=O)N2CCCC(c3nc(-c4cccs4)no3)C2)cc1 (centres undefined)
→ 10	0.7	-0.1	17
CC1(C)CC2CC(C)(CN2C(=O)C2CC(c3ccc(F)cc3)=NO2)C1 (centres undefined)
→ 0	-0.6	-0.2	-1
COc1ccc(S(=O)(=O)N(C)CC(=O)NC2CCCC2)cc1Cl
→ -5	-1.6	-0.2	-1
O=c1cc(-c2ccc3ccccc3c2)[nH][nH]1
→ -10	0.5	-0.3	9
CCn1nnc(NC(=O)COc2ccc(C(C)(C)C)cc2)n1
→ 1	-0.3	-0.1	-3
O=S(=O)(c1ccccc1Cl)N1CCC(CO)(Cc2cccc(F)c2)CC1
→ 1	-0.7	0.0	-5
Cc1cc(C)n2nc(C(=O)OCC(=O)Nc3ccc([N+](=O)[O-])cc3Br)nc2n1
→ 8	-0.3	0.1	0
O=C1CCN(C(=O)C(F)(F)F)c2cc(Br)ccc2N1
→ 2	0.0	0.4	12
CC(=O)Nc1cccc(NC(=O)c2ccc(=O)n(Cc3ccccc3)c2)c1
→ 10	0.9	0.8	8

Fields: MITF primary	GPR151 ag	FBW7 activator	TEAD-YAP block
COc1cccc(N2CCN(C(=O)CCN3C(=O)C4C5C=CC(CC5)C4C3=O)CC2)c1 (centres undefined)
→ 9	1.7	0.6	-8
O=C(NCc1ccc(F)cc1)c1ccc2c(c1)[nH]c(=S)n1c3ccccc3nc21
→ 4	0.3	-0.2	0
COc1ccc(NC(=O)c2cc(CC(C)C)on2)cc1
→ 0	-0.9	-0.1	-66
COCCN(Cc1cc2cc3c(cc2[nH]c1=O)OCO3)C(=O)c1ccc(OC)cc1OC
→ 19	-0.8	0.2	0
C=CCN(c1ccc(C(=O)NCCCCC)cc1)S(C)(=O)=O
→ 7	-1.8	-0.1	-16
CCCSc1nc2c(c(=O)[nH]1)C(c1cccc(F)c1)C(C(=O)OC)=C(C)N2 (centres undefined)
→ -2	1.1	0.2	13
CCCCC1CN(CCC(=O)NCc2nc(-c3ccccc3)n[nH]2)Cc2ccccc2O1 (centres undefined)
→ 5	1.8	0.3	0
COC(=O)c1ccc(OCCCOc2cccc3ccc(C)nc23)cc1
→ 7	4.3	-0.1	7
COc1ccc(C2/C(=C(/O)c3ccccc3)C(=O)C(=O)N2Cc2ccccc2)c(OC)c1 (centres undefined)
→ 3	-0.5	0.3	6
CC(=O)N1CCc2cccc(NCc3nc4ccccc4[nH]3)c21
→ -6	-1.9	-0.2	2
COc1cc(CN2CCC(CO)(CCOc3ccccc3)CC2)cc(OC)c1OC
→ 4	0.1	-0.1	-4
COc1ccccc1NC(=O)Cn1c(C)cc(=O)c2cccc(C)c21
→ -1	1.1	0.0	3
CCN(CC)c1nc2c(c(=O)[nH]c(=O)n2C)n1C
→ 15	0.2	0.1	1
CCc1ccc(C(=O)N2CCN3C(=O)CN(C)C(=O)[C@H]3C2)cc1
→ 2	-0.1	1.0	-6
CCn1nc(C)c(NC(=S)NCc2ccco2)c1C
→ -15	-1.2	-0.1	-8
CC(C)n1c(Nc2ncccn2)nc2c(Nc3ccc(N4CCOCC4)cc3)ncnc21
→ 16	-2.1	-0.1	-4
CN(C)CCSc1nnc(CNC(=O)C(c2ccccc2)c2ccccc2)n1C
→ 4	0.5	0.0	8
O=c1c2sc(=S)n(-c3ccc(Cl)cc3)c2nc(SCc2cccc([N+](=O)[O-])c2)n1-c1ccccc1
→ -13	3.1	0.0	-20
Cc1cccc(/C(O)=C(\C#N)c2nc3ccccc3n2C)c1
→ 6	0.4	0.1	-3
Cc1cc(C)cc(NC(=O)c2c(C)c(-c3ccc(Cl)cc3Cl)nc3ccccc23)c1
→ 5	0.4	0.0	-1

Some of these compounds in order of SMILES length, largest number first:
Fields: MITF primary	GPR151 ag	FBW7 activator	TEAD-YAP block
O=c1c2sc(=S)n(-c3ccc(Cl)cc3)c2nc(SCc2cccc([N+](=O)[O-])c2)n1-c1ccccc1
→ -13	3.1	0.0	-20
CCCCC1CN(CCC(=O)NCc2nc(-c3ccccc3)n[nH]2)Cc2ccccc2O1 (centres undefined)
→ 5	1.8	0.3	0
CCN(CC)c1nc2c(c(=O)[nH]c(=O)n2C)n1C
→ 15	0.2	0.1	1

Going on with the list:
Fields: MITF primary	GPR151 ag	FBW7 activator	TEAD-YAP block
O=C(N/C(=C\c1ccccc1)C(=O)N1CCN(c2ccccn2)CC1)c1ccccc1
→ 2	-0.2	-0.2	8
CN(C)CC(=O)NN(c1ccccc1)c1ccccc1
→ 29	0.6	-0.4	-1
COC(=O)COc1ccc(CSc2nc3ccccc3c(=O)n2C)cc1
→ -1	-0.4	0.2	4
O=C(NC(Nc1nccs1)C(Cl)(Cl)Cl)c1ccccc1 (centres undefined)
→ 11	-0.8	-0.2	10
COCC(=O)N1CCC(Oc2ccc(C(=O)NCCc3cscn3)cc2)CC1
→ -3	2.2	-0.2	5
COc1cccc(OC)c1C(=O)NCCS(=O)(=O)N1CCN(c2ccccn2)CC1
→ 8	0.1	0.9	10
CCOc1ccc(C(=O)Nc2cccc(C)n2)cc1[N+](=O)[O-]
→ 14	0.8	-0.1	-12
COc1cccc(CC(C2CCN(C(=O)C3CCOC3)CC2)N(C)Cc2ccccn2)c1 (centres undefined)
→ 8	-1.2	-0.6	-2
O=C(CCCc1ccccc1)N1CCC2(CC1)NC(=O)N(CCOc1ccccc1)C2=O
→ -2	-0.6	0.1	5
CC(C)(C)c1ccc(-c2nc(-c3ccccc3)c3ccccn23)cc1
→ -12	1.8	0.1	14
CCOC(=O)Cc1[nH]c2ccccc2c1C(=O)OCC
→ 1	1.8	-0.1	-6
CN1CCc2c(sc3c2C(=O)NC(/C=C\c2ccc(Br)cc2)N3)C1 (centres undefined)
→ 8	-1.5	1.1	1
CCOC(=O)C(=O)Nc1cc(OCC)c(NC(=O)c2ccccc2)cc1OCC
→ -5	0.0	0.0	9
CCC(=O)N(CCCO)Cc1cc2cc(OC)c(OC)cc2[nH]c1=O
→ i	-1.8	-0.2	0
CC(C)N1CCC(N(CCN(C)C)C(=S)Nc2cc(F)cc(F)c2)CC1
→ 4	1.0	-0.1	7
CCOc1ccc(S(=O)(=O)N=Nc2c(O)n(C)c3ccccc23)cc1
→ -11	-0.2	0.1	5
O=C(N/N=C/c1ccc([N+](=O)[O-])s1)NC12CC3CC(CC(C3)C1)C2
→ 14	-0.9	0.6	-4
CCN1C(=O)c2ccccc2S(=O)(=O)c2ccc(C(=O)N3CCCCCC3)cc21
→ 6	0.2	0.1	4
O=C1C(=O)N(c2ccccn2)C(c2cccc([N+](=O)[O-])c2)/C1=C(/O)c1ccc(Br)cc1 (centres undefined)
→ 8	-0.9	0.0	11
Cc1ccccc1CNC(=O)C(C)n1c(C)c2cnn(-c3ccccc3)c(=O)c2c1C (centres undefined)
→ 13	0.7	0.0	-6

Retrieved one by one from above (5):
Fields: MITF primary	GPR151 ag	FBW7 activator	TEAD-YAP block
CC(C)(C)c1ccc(-c2nc(-c3ccccc3)c3ccccn23)cc1
→ -12	1.8	0.1	14
O=C1C(=O)N(c2ccccn2)C(c2cccc([N+](=O)[O-])c2)/C1=C(/O)c1ccc(Br)cc1 (centres undefined)
→ 8	-0.9	0.0	11
CCOc1ccc(S(=O)(=O)N=Nc2c(O)n(C)c3ccccc23)cc1
→ -11	-0.2	0.1	5
O=C(N/C(=C\c1ccccc1)C(=O)N1CCN(c2ccccn2)CC1)c1ccccc1
→ 2	-0.2	-0.2	8
CCOC(=O)Cc1[nH]c2ccccc2c1C(=O)OCC
→ 1	1.8	-0.1	-6

New compounds follow:
Fields: MITF primary	GPR151 ag	FBW7 activator	TEAD-YAP block
CCN(CC)C(=O)c1nn(-c2cc(OC)cc(OC)c2)c(=O)c2ccccc12
→ 5	-1.0	0.4	3
CC(C)N(C)C1CCN(S(=O)(=O)c2ccc(Cl)cc2)CC1
→ 2	-0.3	0.1	4
Cc1ccc(N(C(C)C(N)=O)S(C)(=O)=O)cc1C (centres undefined)
→ -4	-0.8	-0.1	8
Cc1c(N(C)CS(=O)(=O)O)c(=O)n(-c2ccccc2)n1C
→ 5&-13	-0.1&-1.4	0.0&0.0	9
CC(C)c1ccc(C2=CC(c3ccc(Cl)cc3)n3nnnc3N2)cc1 (centres undefined)
→ 7	0.2	0.1	-18
Cc1nc2ccccn2c1/C=C1\C(=O)N(C)C(=S)N1C
→ -6	-0.6	-0.1	-7
COc1cccc(C(=O)N2CCN3C(=O)[C@@H]4CCCN4C(=O)[C@H]3C2)c1
→ 20	-1.3	0.3	2
O=[N+]([O-])c1cccc(Nc2nc(-c3ccc(Cl)cc3Cl)nc3ccccc23)c1
→ -3	0.2	0.1	1
C/C(=N\NC(=O)c1ccccc1O)C(C)(C)C
→ 8	-0.1	-0.6	12
O=C(N[C@H]1C[C@H]2C(=O)N[C@@H](CO)C(=O)N2C1)c1ccc(F)c(C(F)(F)F)c1
→ 14	-0.5	0.7	-2
CC[C@H](Cn1nc(-c2cccs2)ccc1=O)NC(=O)c1cnn2cccnc12
→ -5	-0.4	0.0	6
Cc1cc(C)nc(NS(=O)(=O)c2ccc(NC(=S)NC(=O)C(C)(C)C)cc2)n1
→ -17	-1.5	0.1	-11
O=C(O)c1cc(Nc2nc(-c3cccs3)cs2)ccc1O
→ -6	1.5	-0.1	3
Cn1c(=O)n(Cc2ccccc2)c(=O)c2c1nc(SCCO)n2Cc1ccccc1
→ 7	2.0	0.0	-5
CCCCC(=O)Nc1nnc(SCC(=O)Nc2ccc(F)cc2)s1
→ -5	2.8	0.1	6
COCCNC(=S)N1CCN(c2nc(-c3ccc(F)cc3)cs2)CC1
→ 9	-0.7	0.1	2
NC(=O)c1oc2ccccc2c1NC(=O)c1ccc(-c2ccccc2)cc1
→ 3	-0.1	0.0	9
